OX1R antagonist – blocks the human orexin 1 receptor; actives 0.43% (n = 330,000); AID 434989; CHO/OX1R cells, Fluo-8 calcium fluorescence, orexin A; inhibition, % at 5 µM;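 active means inhibition above its plate's threshold, mean inhibition of all tested compounds on the plate plus 3 SD, cut at about 37% in these data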;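 further: 0% = orexin A challenge wells and 100% = SB-334867-A antagonist wells; not every result past the cut was called active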
Target sequence (O43613 whole entry, looked up): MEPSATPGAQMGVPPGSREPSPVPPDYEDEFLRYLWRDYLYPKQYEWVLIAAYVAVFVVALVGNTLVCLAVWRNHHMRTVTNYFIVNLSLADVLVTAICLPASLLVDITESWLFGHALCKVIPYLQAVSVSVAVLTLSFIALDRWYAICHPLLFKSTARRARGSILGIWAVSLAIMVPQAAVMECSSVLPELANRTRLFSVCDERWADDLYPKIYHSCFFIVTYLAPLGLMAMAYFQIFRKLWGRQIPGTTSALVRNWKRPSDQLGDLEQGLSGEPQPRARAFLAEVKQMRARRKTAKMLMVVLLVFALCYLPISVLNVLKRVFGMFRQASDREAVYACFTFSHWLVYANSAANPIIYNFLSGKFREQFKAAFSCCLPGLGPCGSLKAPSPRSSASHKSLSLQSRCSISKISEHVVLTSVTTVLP
CHT allo act – allosterically activates the human high affinity choline transporter; Q9GZV3; CHT-expressing cells, membrane potential dye, choline EC20; hits give high values; LV-AA mutant CHT in HEK293 cells; B-score at 10 µM; actives 0.49% (n = 310,000);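 active means initial fluorescence not abnormally high and integrated response B-score, plate-corrected, over 3 SD above library mean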
Target sequence (Q9GZV3 whole entry, looked up): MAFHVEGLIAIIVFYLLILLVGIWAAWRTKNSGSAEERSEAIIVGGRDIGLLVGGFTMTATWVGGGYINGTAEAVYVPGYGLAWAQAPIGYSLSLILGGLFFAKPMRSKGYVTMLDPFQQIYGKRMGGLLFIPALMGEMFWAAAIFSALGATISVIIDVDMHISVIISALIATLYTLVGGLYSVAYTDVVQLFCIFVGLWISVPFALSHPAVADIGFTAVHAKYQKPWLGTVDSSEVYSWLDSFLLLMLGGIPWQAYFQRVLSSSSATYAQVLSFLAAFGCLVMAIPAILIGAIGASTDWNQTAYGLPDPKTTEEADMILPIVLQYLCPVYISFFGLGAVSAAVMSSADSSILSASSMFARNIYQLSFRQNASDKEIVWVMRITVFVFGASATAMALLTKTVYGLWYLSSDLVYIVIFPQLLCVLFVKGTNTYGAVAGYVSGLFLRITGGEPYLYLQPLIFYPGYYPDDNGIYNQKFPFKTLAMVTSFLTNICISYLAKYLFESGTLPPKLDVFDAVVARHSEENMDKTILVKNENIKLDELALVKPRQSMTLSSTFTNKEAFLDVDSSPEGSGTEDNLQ
Active calls of the source: *; i = inactive; x = no result given.

SMILES	OX1R antagonist	CHT allo act
COC(=O)CNC(=O)C1CCN(c2nc(C)cc(C)n2)CC1	1.4	i
COc1ccc(N2CCN(C(=O)CCCCCn3c(=O)[nH]c4ccsc4c3=O)CC2)cc1	-42.4	i
CCOC(=O)C1=C(COC(=O)COc2ccc(C(C)=O)cc2)NC(=O)NC1C (stereo not drawn)	0.4	i
CC(C)CCN1C(=O)c2ccc(C(=O)NCc3ccccn3)cc2C1=O	-1.0	i
N#Cc1nc(-c2ccco2)oc1N1CCOCC1	3.9	i
C=CCn1c(SCC(=O)NC)nc2sc3c(c2c1=O)CCC3	-14.7	i
c1ccc(N2CCN(c3ccccc3)C2c2cccnc2)cc1	-23.4	i
COc1ccccc1C(=O)NC(CCSC)C(=O)NNC(=O)c1csc(N2CCOCC2)n1 (stereo not drawn)	-11.1	i
CC(=O)c1n[nH]nc1NC(=O)c1ccccc1	3.5	i
CCOc1ccc(-n2nnc3c(=O)n(CC(=O)Nc4cc(C)on4)cnc32)cc1	-1.4	i
CCc1cccc(C)c1NC(=S)N1CCCCC1c1cccnc1 (stereo not drawn)	-28.9	i
O=C(O)CCC(=O)N1CCN(c2nc(-c3ccccc3)c3cc(Br)ccc3n2)CC1	-23.8	i
CC(=O)Cc1nsc(NC(=O)c2c(-c3ccccc3Cl)noc2C)n1	-1.0	i
CCCC(=O)Nc1sc(Cc2ccccc2)c(C)c1C(N)=O	-12.6	i
COc1ccc(C(=O)NC2CC2)cc1OC1CCN(Cc2ccc(SC)cc2)CC1	-14.0	i
O=C(CN1C(=O)CCC1=O)Nc1ccc(S(=O)(=O)N2CCOCC2)cc1	-0.8	i
COc1ccc(OC)c(N(CC(=O)Nc2ccccc2F)S(=O)(=O)c2ccccc2)c1	26.5	i
O=C(Cn1cc2c(n1)CCCC2)NCc1cccc(Cl)c1	-12.2	i
O=C(O)COc1ccccc1/C=N/NC(=O)CSc1nc2ccccc2c(=O)n1-c1ccc(Cl)cc1	-22.4	i
CCC(Sc1nc2cc(OC)c(OC)cc2c(=O)n1CCc1ccc(S(N)(=O)=O)cc1)C(=O)NCCOC (stereo not drawn)	-5.3	i
Cc1ccc2oc(=O)cc(CN3CCCCC3)c2c1	-12.3	i
CCOC(=O)c1ccc(NC2=CC(=O)C(=O)c3ccccc32)cc1	-30.0	i
O=C(NCCCCCCNC(=O)OC1CCS(=O)(=O)C1)OC1CCS(=O)(=O)C1 (stereo not drawn)	-17.9	i
CCOc1cccc(-c2c(C(=O)N/N=C/c3cccnc3)nnn2-c2nonc2N)c1	-8.5	i
Cc1ccc(CNC(=O)CCc2c(C)nc3c(c(C)nn3-c3ccc(C)cc3)c2C)cc1	-28.2	i
CCCS(=O)(=O)c1c(S(=O)(=O)CCC)c2c(N)cccn2c1C(=O)OC	-4.6	i
O=C1c2ccccc2C(=O)C1c1ccnc2ccccc12	-13.0	i
CCc1noc(C)c1C(=O)N1CCN(S(=O)(=O)c2ccc(Cl)cc2)CC1	-14.8	x
Cc1csc(SCC(=O)Nc2cccc3nsnc23)n1	-22.6	i
Cc1ccc(S(=O)(=O)NCc2ccccc2)cc1C(=O)NC1CCC(C)CC1 (stereo not drawn)	-18.9	i
S=c1[nH]cc(-c2ccccc2)n1-c1ccccc1	-14.9	i
CN(C(=O)CCc1nnc(-c2ccc(-c3ccccc3)cc2)o1)C1CCOCC1	2.6	i
COc1ccc(OC)c(-n2c(=S)[nH]c3c(sc(=S)n3-c3ccccc3C)c2=O)c1	-13.3	i
O=C1NN(c2ccc(Cl)c(Cl)c2)C(=O)/C1=C/c1ccc(-c2ccccc2C(=O)O)o1	x	i
O=C(NCc1cccnc1)c1ccc(S(=O)(=O)N2CCOCC2)cc1	6.2	i
COc1cc(/C=N/O)ccc1OCc1ccc(C(=O)O)cc1	-1.5	i
COc1ccc(C(CNC(=O)c2ccc(Cl)s2)N2CCOCC2)cc1 (stereo not drawn)	-34.4	i
Cc1[nH]n(-c2ccc([N+](=O)[O-])cc2)c(=O)c1C=NCCN1CCN(C(=O)c2ccccc2)CC1	-9.6	i
CCCCn1c(N)c(N(CCC(C)C)C(=O)c2cccc(N3C(=O)c4ccccc4C3=O)c2)c(=O)[nH]c1=O	-32.5	i
O=C(CCN1C(=O)c2ccccc2C1=O)NCc1ccncc1	-6.5	i
CCS(=O)(=O)N1CCC(C(=O)NCc2ccccc2OC)CC1	-10.3	i
COc1ccc(N(CC(=O)N2CCN(Cc3ccccc3)CC2)S(=O)(=O)c2ccccc2)cc1	-17.9	i
O=C(COc1cc(F)ccc1[N+](=O)[O-])NCCCc1ccccc1	-8.1	i
CSc1ccc(/C=N/NC(=O)c2ccc(-n3cnnn3)cc2)cc1	-12.9	x
CCOC(=O)c1cc(NC(=O)c2ccc(OC)cc2)c(=O)oc1-c1ccccc1	-16.2	i
O=C(COC(=O)/C=C/c1cccc(F)c1)Nc1cccc(S(=O)(=O)NC2=NCCCCC2)c1	-4.2	x
CCc1ccccc1NC(=S)N=Nc1c(O)n(C)c2ccc(S(=O)(=O)N3CCOCC3)cc12	-1.7	i
CCCCC[C@H]1CN(Cc2ccc(OC)cc2)C(=O)[C@@H]1CC(=O)NCc1ccccc1	-20.4	i
CC1Nc2ccc(C(=O)NC3CCCCC3)cc2NC1=O (stereo not drawn)	-5.3	i
Clc1ccc(Cn2cccn2)cn1	8.4	i
CCCCCCC(=O)N1CCN(c2cc3c(cc2F)c(=O)c(C(=O)O)cn3CC)CC1	-15.6	i
O=C(Nc1nc2ccc(F)cc2s1)C1CCN(S(=O)(=O)c2cc([N+](=O)[O-])ccc2Cl)CC1	28.2	i
O=C(Nc1cccc2ccccc12)c1ccccc1Cl	-11.2	i
Nc1nc(SCC(=O)Nc2ccccc2)[nH]c(=O)c1-c1ccccc1	-7.2	i
CCCCC1CCC(C(=O)N(CCOC)c2c(N)n(CCCC)c(=O)[nH]c2=O)CC1 (stereo not drawn)	-14.8	i
Cc1ccc(S(=O)(=O)N2CCN(C(=O)c3cccs3)CC2)cc1	-25.4	i
Cc1nn(-c2ccccc2)c2sc(C(=O)OCc3nnc(-c4ccccc4)o3)cc12	-20.8	i
Cc1ccc(/C=N/N(C)C2=NS(=O)(=O)c3ccccc32)o1	-13.8	i
O=C(COC(=O)Cc1ccsc1)Nc1ccc(Cl)c(S(=O)(=O)N2CCOCC2)c1	-7.2	i
O=C(Nc1cccc(C2=NCCN2)c1)Nc1cccc(C2=NCCN2)c1	-14.5	i
(cont.)
SMILES	OX1R antagonist	CHT allo act
O=C(COC(=O)c1cccnc1)Nc1cccc2ccccc12	-15.2	i
COc1ccc(Cc2[nH]n3c(=O)cc(C)nc3c2-c2ccccc2)cc1	-21.0	i
CC1(OC(=O)CCc2ccccc2)C(=O)C=C2C=C(c3ccc(C#N)cc3)N(c3ccccc3)C=C2C1=O (stereo not drawn)	-11.2	i
O=S(=O)(NCc1cccnc1)c1ccc(Cl)s1	-16.6	i
CCN(CC)C(=O)C1CCCN(c2ccc([N+](=O)[O-])cc2[N+](=O)[O-])C1 (stereo not drawn)	-16.3	i
CN1C2CCC1CC(OC(=O)C(CO)c1ccccc1)C2 (stereo not drawn)	8.3	i
O=C(c1ccccc1SCc1ccccc1)N1CCOCC1	-11.2	i
Cc1ccc(Cl)c(OCC(=O)Nc2ccccc2C(=O)NC2CC2)c1	-17.4	i
CC1CCCN(C(=S)SCC(=O)O)C1 (stereo not drawn)	-12.4	i
OCCN1CCN(CC(O)COCCOc2ccc(Br)cc2)CC1 (stereo not drawn)	-12.7	i
CCN1CCN(C(=O)c2cc(=O)c3cc(C)ccc3o2)CC1	-21.2	i
COc1ccccc1NC(=O)c1c(C)oc2c1CCCC2	-37.7	i
CS(=O)(=O)c1ccc(C2=C(c3ccccc3)C(=O)OC2)cc1	5.1	i
Cc1nnc(SC(C)C(=O)N2CCc3ccccc32)s1 (stereo not drawn)	-32.3	i
COc1cc2nc(C3CCC3)n(NC(=O)c3ccco3)c(=O)c2cc1OC	-9.6	i
CC(C)CN(C(=O)CN(C)S(=O)(=O)c1ccc(Cl)cc1)C1CCS(=O)(=O)C1 (stereo not drawn)	-14.4	i
COc1ccc(NC(=O)COC(=O)C2CC2)cc1S(=O)(=O)N1CCCCC1	-11.6	x
O=C(CCN1C(=O)[C@H]2CC=CC[C@H]2C1=O)NCc1nc(-c2ccccc2)no1	-30.9	i
O=C(CCCc1cccs1)Nc1nc2c(s1)CCCC2	-29.8	i
CC(C)(C)C1=CC(O)(c2ccccc2)C=C(C(C)(C)C)C1=O	4.1	i
CCOC(=O)/C=C(/C)N1N=C(c2ccc(OC)cc2)CC1c1cccc([N+](=O)[O-])c1 (stereo not drawn)	-7.3	i
CCOCCCNC(=O)c1cn(CC)c2ccc(S(=O)(=O)N(C)C3CCCCC3)cc2c1=O	-18.0	i
COc1ccc2c(c1)c([C@@H]1[C@H](C)[C@H]3CCCC[C@H]3CN1S(=O)(=O)c1ccc(C)cc1)cn2C	-2.5	x
CCOC(=O)c1ccccc1NC(=O)CC(C)CC(=O)O (stereo not drawn)	-10.2	i
C/C(=N/NC(=O)CCC(=O)Nc1ccc(Br)cc1)c1ccc(Br)cc1	-10.1	i
CC(C)CN(C)C(=O)CCc1nnc(Cc2ccc(-c3ccccc3)cc2)o1	-32.1	i
c1coc(-c2cc(C3CCNCC3)[nH]n2)c1	-16.2	i
O=C(O)[C@@H]1CSC2c3ccccc3C(=O)N21 (stereo partly drawn)	-17.4	i
COc1ccc(Cn2c(=O)[nH]c3cc(C(=O)NCc4ccc5c(c4)OCO5)ccc3c2=O)cc1	1.4	i
CCCn1c(NCc2ccco2)nc2c1c(=O)n(C)c(=O)n2C	-6.0	i
COc1cccc(-c2ncc3ccccc3c2COC(=O)N2CCOCC2)c1	-9.0	x
COc1ccc(NC(=O)Cn2nc(C(=O)O)c3ccccc3c2=O)cc1OC	-5.4	i
Cc1ccc(S(=O)(=O)N/N=C\c2ccc3c(c2)OCO3)c(C)c1	-20.7	i
NNC(=O)c1nnn(-c2nonc2N)c1CN1CCCC1	-29.1	i
CCN(C(=O)COC(=O)c1ccc2c(c1)OCO2)c1ccc(F)cc1	-31.6	x
CN(CC(=O)Nc1ccc(N2CCOCC2)cc1)C(=O)C12CC3CC(CC(C3)C1)C2	-8.1	i
Cc1cc(C(=O)NC2CCCCCC2)c2ccccc2n1	-28.6	x
Cc1cc(=O)n(CC(C)C)c(O)c1C#N	-18.2	i
CC(C)(C)N(NC(=O)c1ccccc1)C(=O)c1cccc(C(=O)N(NC(=O)c2ccccc2)C(C)(C)C)c1	-6.5	8.46*
COc1ccc(Cl)cc1S(=O)(=O)N1CCCC1	-10.2	i
Nc1nonc1-n1nnc(C(=O)N/N=C/c2ccc(OCc3ccccc3)cc2)c1CN1CCCCC1	-1.2	i
Cc1ccc(S(=O)(=O)NNC(=O)Cc2cccn2C)cc1	-5.0	i
CCOC(=O)C1=C(O)CCn2c1nc1ccccc12	-1.9	i
Cc1nc(-c2ccc(F)cc2)c(CC(=O)N(C)CC(=O)Nc2ccccc2C(F)(F)F)s1	-27.3	i
Cc1ccc(SCC(=O)NC(C)(C)C)cc1	-6.4	i
O=C(COC(=O)COc1ccc(Br)cc1)Nc1cccnc1Cl	-19.5	i
CCN(CC)CCCn1c2c(c(SCC(=O)Nc3nc4ccccc4s3)nc1=O)CCC2	-21.7	i
O=c1oc2cc(Oc3ccc(C(F)(F)F)cc3[N+](=O)[O-])ccc2c2c1CCCC2	-19.1	i
O=C(C1CCCCC1)N1CCN=C1SCc1cccc([N+](=O)[O-])c1	-18.0	i
C/C(Cc1ccccc1)=N\NC(=O)CNC(=O)c1ccccc1O	-18.1	i
O=C(CSc1nnc(-c2ccccc2)o1)NC1CCCCC1	-12.1	i
CCOc1cc2[nH]c(=O)n(CCCC(=O)N(C)Cc3ccccc3)c(=O)c2cc1OCC	-30.5	i
CN(C)CCCNc1nc2sc3c(c2c(=O)n1CCc1ccccc1)CCCCC3	-9.5	i
O=C(CNS(=O)(=O)c1ccccc1)Nc1ccc2c(c1)OCO2	-33.9	i
O=C(CSc1nnc(NC(=O)c2ccccc2[N+](=O)[O-])s1)NCC1CCCO1 (stereo not drawn)	3.6	i
COc1ccc(C(=O)OCC(=O)c2ccc(CNC(C)=O)s2)cc1	-4.0	x
CC(C)c1ccc(NC(=O)CSc2n[nH]c(=O)n2C2CC2)cc1	-8.3	i
COc1ccc(C2CC(O)(c3ccccc3)Oc3c(C)ccc(C)c32)cc1 (stereo not drawn)	14.1	x
Cc1cc(=O)oc2cc(OCC(=O)OCC(=O)Nc3ccc4ccccc4c3)ccc12	-8.1	i
CCC(=O)CN(Cc1cc(OC)ccc1OC)S(=O)(=O)c1ccccc1Br	-4.5	x

High-throughput results as filed in PubChem.
